KAT2A inh: inhibitors of human GCN5L2 histone acetyltransferase | Q92830 | GCN5L2 HAT assay, ThioGlo1 CoA-SH fluorescence | Potency, µM (series often up to 58.9 µM), without a hit: at the top dose activity change, negative = inhibition, most hits filed as inhibitors | actives 0.21% (n = 390,000) | AID 504327; active = well fitted inhibition curve with a large enough effect; inconclusive = small, poorly fitted or top-dose-only effect, or another doubt; inactive = no such curve, though single readings can be large or run the other way
Target sequence (Q92830 whole entry, looked up): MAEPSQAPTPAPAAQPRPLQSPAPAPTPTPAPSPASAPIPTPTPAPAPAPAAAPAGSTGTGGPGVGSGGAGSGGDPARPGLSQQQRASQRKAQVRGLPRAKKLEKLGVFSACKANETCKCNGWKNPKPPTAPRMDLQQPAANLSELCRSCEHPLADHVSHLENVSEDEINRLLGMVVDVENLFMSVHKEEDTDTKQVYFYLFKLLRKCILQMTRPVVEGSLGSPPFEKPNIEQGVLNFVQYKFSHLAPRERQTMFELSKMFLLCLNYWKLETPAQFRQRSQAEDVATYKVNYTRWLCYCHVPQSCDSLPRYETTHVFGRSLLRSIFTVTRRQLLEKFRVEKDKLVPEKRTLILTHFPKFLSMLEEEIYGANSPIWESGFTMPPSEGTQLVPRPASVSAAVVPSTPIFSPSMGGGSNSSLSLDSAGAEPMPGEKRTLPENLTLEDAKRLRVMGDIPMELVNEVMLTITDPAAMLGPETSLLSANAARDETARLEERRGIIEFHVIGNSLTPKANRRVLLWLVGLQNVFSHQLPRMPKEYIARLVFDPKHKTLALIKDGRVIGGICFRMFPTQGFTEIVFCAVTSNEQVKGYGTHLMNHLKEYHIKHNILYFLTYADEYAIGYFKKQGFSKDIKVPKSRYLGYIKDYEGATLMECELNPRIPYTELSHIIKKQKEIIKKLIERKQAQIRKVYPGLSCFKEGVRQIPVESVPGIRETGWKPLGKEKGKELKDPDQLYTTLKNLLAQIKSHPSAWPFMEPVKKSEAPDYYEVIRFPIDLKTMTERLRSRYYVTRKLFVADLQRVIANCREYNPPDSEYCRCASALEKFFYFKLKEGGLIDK
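Titration-based screen in which CoA formation is detected via maleimide probe ThioGlo1 (50uM) turning fluorescent on thiol reaction; substrates H3(1-25) 75uM and acetyl-CoA 70uM, GCN5L2 20nM, 20 min incubation at room temperature.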
* hit, by the source's call; ? = inconclusive; [ ] = remark or other dose. % is set by controls: 0 for no effect and ±100 for the full control effect; potency is the fitted concentration of half-maximal effect. This is a subset; count on the stated rates, not on these rows.

mol	KAT2A inh
CCC(C)CCCCC(=O)N[C@@H](CCN)C(=O)N[C@H](C(=O)N[C@@H](CCN)C(=O)N[C@H]1CCNC(=O)C([C@@H](C)O)NC(=O)[C@@H](CCN)NC(=O)[C@H](CCN)NC(=O)[C@H](CC(C)C)NC(=O)[C@@H](CC(C)C)NC(=O)[C@H](CCN)NC1=O)[C@@H](C)O (stereo partly drawn)	7%
Cc1noc(C)c1S(=O)(=O)NCCCN1CCN(Cc2ccccc2)CC1	-5%
CSCc1nnc(NC(=O)c2ccc(S(=O)(=O)N(CC(C)C)CC(C)C)cc2)o1	?
CN1CC(=O)N2C(Cc3c([nH]c4ccccc34)[C@H]2c2ccc3c(c2)OCO3)C1=O (stereo partly drawn)	-6%
CCCC(=O)N(c1ccc2oc(C)c(C(C)=O)c2c1)S(=O)(=O)c1ccc(C)cc1	-12%
CC1=C(C(=O)OCC2CCCO2)C(c2ccc(C)o2)C2=C(CC(c3ccc(N(C)C)cc3)CC2=O)N1 (stereo not drawn)	?
O[C@@H]1CO[C@H]2C1OC[C@@H]2O (stereo partly drawn)	45%[activator]
CSCCC(NC(=O)c1ccccc1)c1nc(-c2ccccc2)no1 (stereo not drawn)	-12%
C=C(C)[C@H]1CC[C@]2(C(=O)O)CC[C@]3(C)[C@@H](CC[C@H]4[C@@]5(C)CC[C@@H](O)C(C)(C)[C@@H]5CC[C@@]43C)[C@H]12	-10%[21.4 µM]
COc1cc(C2NCCc3c2[nH]c2ccccc32)ccc1OC(C)C (stereo not drawn)	0%
COc1cc([N+](=O)[O-])cc(/C=N/NC(=O)CC#N)c1O	-25%
Cc1ccc2c(c1)-c1onc(C(=O)N(C)c3cccc(C(F)(F)F)c3)c1CO2	-16%
N#CC(C#N)=C(N)/C(C#N)=C/c1ccc(O)cc1	-13%
C[C@H]1CC[C@]2(OC1)O[C@@H]1C[C@@H]3[C@@H]4CC[C@H]5C[C@@H](O)CC[C@]5(C)[C@@H]4CC(=O)[C@@]3(C)[C@H]1[C@@H]2C	-6%[21.4 µM]
Cc1ccc(-c2nc(C(=O)NCc3ccccc3Cl)c3n2CCCCC3)cc1	-3%
Cc1ccc2oc(-c3cc(NC(=O)c4cccs4)cc(C)c3O)nc2c1	-9%
Nc1ncc(O)c(N)n1	49%[activator]
Cc1ccc2c(c1)-n1c(nc3ccccc3c1=O)C(Cc1ccc(O)cc1)NC2=O (stereo not drawn)	-4%
COc1cc2c(cc1CC=C(C)C)C(=O)C[C@@H](c1ccc(O)cc1)O2	-10%
CC(=O)c1ccc(N2CCN(C(=O)c3ccc4c(Cl)c5c(nc4c3)CCCC5)CC2)cc1	-4%
COc1ccc(S(=O)(=O)N2CCN(S(=O)(=O)c3ccc(OC)cc3)CC2)cc1	-2%
C=CCN1C(=O)N/C(=C/c2ccc(N3CCOCC3)o2)C1=O	-8%
COc1ccc2[nH]c3c(c2c1)CCN1C(=O)C(CC(=O)NC/C=C(\C)CCC=C(C)C)C[C@H](C(=O)N2CCCCC2)[C@@]31C (stereo partly drawn)	1%
COc1ccc(C(=O)C2CCCN(Cc3c(C)[nH]c4ccccc34)C2)c(OC)c1 (stereo not drawn)	-9%
Cc1cccc(N2CCN(C(=O)c3ccc4c(c3)NC(=O)C(CSCc3ccc(F)cc3)N4)CC2C)c1 (stereo not drawn)	?
Cc1nc(-c2ccccc2)sc1CCNC(=O)c1ccco1	17%
Cc1sc2nc3n(c(=O)c2c1C)Cc1ccccc1-3	4%
COc1ccc(S(=O)(=O)Nc2ccc3oc4c(c3c2)C(=O)CC(C)(C)C4)cc1	7%
Cc1cccc2cc(CN(CC3CCCO3)C(=O)c3ccco3)c3nnnn3c12 (stereo not drawn)	-7%
O=C(O)CN1CCNCC1	0%
O=C(NCCc1ccccc1)C(=O)NCC1CCNCC1	-3%
CCOC(=O)COc1cccc2c(=O)n(CC(=O)NCCc3ccc(OC)c(OC)c3)ccc12	0%
CCCCC/C=C\C/C=C\C/C=C\CC1OC1CCCC(=O)O (stereo not drawn)	9%
COc1ccccc1/C=N/NC(=O)c1ccc(NC(=O)c2cccc([N+](=O)[O-])c2)cc1	6%
Cc1ccc(C)n1-c1ccc(C(=O)NCc2cccnc2)cc1	-2%
CCN1C(=O)[C@H]2[C@H]3[C@H](O)[C@H](O)C/C(=N\OC[C@@H](C)[C@H](OCc4ccccc4)C(C)C)[C@@H]3CC[C@H]2C1=O	-3%
CCOC(=O)Cn1c(=O)n(CC2CCCO2)c2nc(-c3ccc(OCC)cc3)nc(C(N)=O)c21 (stereo not drawn)	0%
Cn1ccc2cc(S(=O)(=O)N3CCCN(C(=O)Nc4ccc(Br)cc4)CC3)ccc21	4%
CC[C@H](C)[C@H](NC(=O)[C@H](CCC(=O)O)NC(=O)[C@@H](N)CO)C(=O)N[C@@H](CCC(N)=O)C(=O)N[C@@H](CC(C)C)C(=O)N[C@@H](CCSC)C(=O)N[C@@H](Cc1cnc[nH]1)C(=O)N[C@@H](CC(N)=O)C(=O)N[C@@H](CC(C)C)C(=O)NCC(=O)N[C@@H](CCCCN)C(=O)N[C@@H](Cc1cnc[nH]1)C(=O)N[C@@H](CC(C)C)C(=O)N[C@@H](CC(N)=O)C(=O)N[C@@H](CO)C(=O)N[C@@H](CCSC)C(=O)N[C@@H](CCC(=O)O)C(=O)N[C@@H](CCCNC(=N)N)C(=O)N[C@H](C(=O)N[C@@H](CCC(=O)O)C(=O)N[C@@H](Cc1c[nH]c2ccccc12)C(=O)N[C@@H](CC(C)C)C(=O)N[C@@H](CCCNC(=N)N)C(=O)N[C@@H](CCCCN)C(=O)N[C@@H](CCCCN)C(=O)N[C@@H](CC(C)C)C(=O)N[C@@H](CCC(N)=O)C(=O)N[C@@H](CC(=O)O)C(=O)N[C@H](C(=O)N[C@@H](Cc1cnc[nH]1)C(=O)N[C@@H](CC(N)=O)C(=O)N[C@@H](Cc1ccccc1)C(=O)O)C(C)C)C(C)C	-4%
CCOC(=O)c1cc(C(=O)Nc2ccc(S(=O)(=O)Nc3ccc(OC)cc3)cc2)nn1C	-9%
CCOC(=O)c1cnc2c(N=Nc3cccc(Cl)c3)c(N)nn2c1N	-12%
O=C(NCc1ccc(F)cc1)c1cc2sccc2n1Cc1ccc(F)cc1	-9%
Nc1ccccc1S(=O)(=O)Nc1cccc2cccnc12	-14%
Nc1c2c(nc3ccc(Br)cc13)N(C1CCCCC1)CC2	-8%
COc1ccc2[nH]c(=O)c(CN(Cc3cccs3)C(=S)Nc3ccccc3)cc2c1	-2%
Cc1ccc(C2=NN=C(NC(=O)CSc3nc(C)cc(C)n3)SC2)cc1	41%[activator]
O=C(CC1Nc2ccccc2NC1=O)c1ccccc1 (stereo not drawn)	-3%
C#C[C@]1(O)CC[C@H]2[C@H]3[C@H](CC[C@@]21C)C1=C(CC(=O)CC1)C[C@@H]3C	-8%
CCC(=O)NC(c1cccs1)c1cc(Br)c2cccnc2c1O (stereo not drawn)	-2%
COc1ccc(/C=C2\SC(=Nc3ccccc3)NC2=O)cc1	2%
CSCC[C@H](NC(=O)c1ccc(NC[C@@H](N)CS)cc1-c1ccccc1)C(=O)O	-28%
NC(CCCP(=O)(O)O)C(=O)O (stereo not drawn)	-10%
CCCCCCCC/C=C\CCCCCCCCCCCC(=O)O	8.9µM*
CCC(=O)Nc1cccc(-c2nc3cc(C)ccc3o2)c1	-6%
CCN(CC)CC#CCOC(=O)[C@@](O)(c1ccccc1)C1CCCCC1	7%[21.4 µM]
CCNc1nc(=S)nc(NCc2ccccc2)[nH]1	1%
Cc1ccc(CCNC(=O)c2c(C)nn(-c3ccc(F)cc3)c2-n2cccc2)cc1	-6%
O=C(COc1cccc2ccccc12)Nc1cc(S(=O)(=O)N2CCOCC2)ccc1N1CCOCC1	-4%
Cn1c(=O)c2c(SCC(=O)N3CCOCC3)nc(CC(C)(C)C)nc2n(C)c1=O	-1%
COc1ccc(/C=N/c2sc3c(c2C#N)CCN(Cc2ccccc2)C3)c(O)c1	17%

Given with the structure last: 19 of the compounds above.
KAT2A inh	structure
-9%	CCOC(=O)c1cc(C(=O)Nc2ccc(S(=O)(=O)Nc3ccc(OC)cc3)cc2)nn1C
-12%	CCOC(=O)c1cnc2c(N=Nc3cccc(Cl)c3)c(N)nn2c1N
-9%	O=C(NCc1ccc(F)cc1)c1cc2sccc2n1Cc1ccc(F)cc1
-14%	Nc1ccccc1S(=O)(=O)Nc1cccc2cccnc12
-8%	Nc1c2c(nc3ccc(Br)cc13)N(C1CCCCC1)CC2
-2%	COc1ccc2[nH]c(=O)c(CN(Cc3cccs3)C(=S)Nc3ccccc3)cc2c1
41%[activator]	Cc1ccc(C2=NN=C(NC(=O)CSc3nc(C)cc(C)n3)SC2)cc1
-3%	O=C(CC1Nc2ccccc2NC1=O)c1ccccc1 (stereo not drawn)
-8%	C#C[C@]1(O)CC[C@H]2[C@H]3[C@H](CC[C@@]21C)C1=C(CC(=O)CC1)C[C@@H]3C
-2%	CCC(=O)NC(c1cccs1)c1cc(Br)c2cccnc2c1O (stereo not drawn)
2%	COc1ccc(/C=C2\SC(=Nc3ccccc3)NC2=O)cc1
-28%	CSCC[C@H](NC(=O)c1ccc(NC[C@@H](N)CS)cc1-c1ccccc1)C(=O)O
-10%	NC(CCCP(=O)(O)O)C(=O)O (stereo not drawn)
8.9µM*	CCCCCCCC/C=C\CCCCCCCCCCCC(=O)O
-6%	CCC(=O)Nc1cccc(-c2nc3cc(C)ccc3o2)c1
7%[21.4 µM]	CCN(CC)CC#CCOC(=O)[C@@](O)(c1ccccc1)C1CCCCC1
1%	CCNc1nc(=S)nc(NCc2ccccc2)[nH]1
-6%	Cc1ccc(CCNC(=O)c2c(C)nn(-c3ccc(F)cc3)c2-n2cccc2)cc1
-4%	O=C(COc1cccc2ccccc12)Nc1cc(S(=O)(=O)N2CCOCC2)ccc1N1CCOCC1

Further results:
SMILES: Cc1nn(-c2ccccc2)c2sc(C(=O)OCN3C(=O)c4ccccc4C3=O)cc12
  KAT2A inh: 3%
SMILES: COc1ccc(NC(=O)C2CCCN(C(=O)c3cnn(-c4ccc(F)cc4)c3-n3cccc3)C2)cc1 (stereo not drawn)
  KAT2A inh: -1%
SMILES: CC(=O)c1cn(CCCCCCCCCCn2cc(C(C)=O)c(=O)[nH]c2=O)c(=O)[nH]c1=O
  KAT2A inh: -9%
SMILES: CCOC(=O)c1c(NC(=O)C2=C(C)NC(=S)NC2c2ccc(CC)cc2)sc(C)c1C (stereo not drawn)
  KAT2A inh: -13%
SMILES: CC[C@H](C)[C@H](NC(=O)[C@H](CC(C)C)NC(=O)[C@@H](N)CO)C(=O)NCC(=O)N[C@@H](CCCCN)C(=O)N[C@H](C(=O)O)C(C)C
  KAT2A inh: 13%
SMILES: CCCC(=O)NCc1ccncc1
  KAT2A inh: -4%
SMILES: C=CCNC(=O)c1cc2c(=O)n3cc(C)ccc3nc2nc1NCC1CCCO1 (stereo not drawn)
  KAT2A inh: 0%
SMILES: COc1ccc(C2=NNC(c3cc(Cl)cc4c3OCOC4)C2)c(O)c1 (stereo not drawn)
  KAT2A inh: -6%
SMILES: Nc1nc(N)c(S(=O)(=O)c2ccccc2)c(Nc2ccccc2)n1
  KAT2A inh: -3%
SMILES: COc1ccc(C(=O)/C=C/c2cn(CC(O)CN(CC(C)C)CC(C)C)c3ccccc23)cc1OC (stereo not drawn)
  KAT2A inh: -19%

SMILES: COCCN1C(=S)N[C@@H](c2ccccc2)C(C(=O)OC)=C1C
  KAT2A inh: -3%
SMILES: Cc1cc(C)c(NC(=O)C(C)Sc2nnc(-c3ccco3)n2-c2ccccc2)c(C)c1 (stereo not drawn)
  KAT2A inh: -1%
SMILES: CCOc1ccc(NC(=O)CC)cc1
  KAT2A inh: 3%
SMILES: CCOC(=O)N1CCC(N(CCN(C)C)C(=S)Nc2ccc(OCC)cc2)CC1
  KAT2A inh: 2%
SMILES: Cn1cc(C(=O)NCc2cccnc2)c(=O)c2cc(S(=O)(=O)N3CCCCCC3)ccc21
  KAT2A inh: -4%
SMILES: Cc1ccc2[nH]c(C)cc(=O)c2c1
  KAT2A inh: -9%[135 µM]
SMILES: O=C1CSC(=S)N1/N=C/c1cc(Br)ccc1O
  KAT2A inh: ?
SMILES: Cc1cccc2cc(/C=N/NC(=O)CN3CCCCC3)c(Cl)nc12
  KAT2A inh: 0%
SMILES: CC(=O)OC1CC[C@@]2(C)C(=CC[C@H]3[C@@H]4CC[C@H](C(C)=O)[C@@]4(C)CC[C@@H]32)C1 (stereo partly drawn)
  KAT2A inh: -11%
SMILES: CCn1c(SCC(=O)Nc2nc3c(s2)CCCC3)nc2c1c(=O)n(C)c(=O)n2C
  KAT2A inh: -1%

SMILES: CCOC(=O)C1=NN(C(=O)c2cccc(Br)c2)C(O)(C(C)(C)C)C1 (stereo not drawn)
  KAT2A inh: -2%
SMILES: Cc1ccc(NC(=S)NC(=O)c2sc3ccccc3c2Cl)c(C(=O)O)c1
  KAT2A inh: -3%
SMILES: FC(F)(F)c1cccc(NC(=S)NNC(=S)Nc2cccc(C(F)(F)F)c2)c1
  KAT2A inh: ?
SMILES: O=C(Sc1cccc2cccnc12)c1ccc(F)cc1
  KAT2A inh: -5%
SMILES: CC1COC(=O)O1 (stereo not drawn)
  KAT2A inh: 49%[activator]
SMILES: Cc1ccc2c(c1)-c1onc(C(=O)N3CCN(c4cccc(C)c4C)CC3)c1CO2
  KAT2A inh: -13%
SMILES: CCOc1ccc(NC(=O)Cn2c(=O)c(CNc3ccc(OC)cc3)cc3ccc(OC)cc32)cc1
  KAT2A inh: 2%
SMILES: Nc1nc(-c2cccnc2)nn1C(=O)c1ccco1
  KAT2A inh: -3%
SMILES: Cn1c(C(C#N)C2=C(Cl)C(=O)N(c3ccccc3)C2=O)nc2ccccc21 (stereo not drawn)
  KAT2A inh: -14%
SMILES: CC[C@@H]1C(c2cccc(Cl)c2)=NN(c2ccccc2)[C@H]1C(=O)N1CCOC1=O
  KAT2A inh: ?
SMILES: Cc1ccc(NC(=O)CN2C(=O)S/C(=C\c3ccc(-c4cccc(C(=O)O)c4C)o3)C2=O)cc1
  KAT2A inh: 5%

Source: PubChem
